Statin myotox sup – suppression of simvastatin myotoxicity; C2C12 myotubes + simvastatin, ATP luminescence, 48 h; scaled: DMSO 0, geranylgeraniol control 100; rescue of ATP level, % at 7.49 µM; 0.78% of 330,000 active; AID 602340;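 active = mean ATP rescue above about 67%, or every replicate alone reaching that limit, limit read from the data, passing the limit was not always enough; inconclusive = no clear call, values can overlap the other calls; inactive = mean under the limit and some replicate under it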;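 also: myotubes were challenged with 10 µM simvastatin during compound exposure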
esBAF inh – blocks esBAF chromatin remodeling in mouse ES cells; Bmi1-luciferase knock-in reporter, 24 h; 100% = twice the neutral-well signal; reporter increase, % at 12.5 µM; 2% of 350,000 active; AID 602393; in the data active = activation above about 40%; inconclusive = no clear call, values can overlap the other calls;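 also: 0% = median of the plate's neutral control wells and 100% = double that signal; a rise in the Bmi1 reporter signal indicates esBAF inhibition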
ERp5 inh – blocks human ERp5 reductase activity on insulin; 0.05% of 350,000 active; ERp5 insulin aggregation, absorbance 650 nm, 90 min; AID 651711; inhibition, % at 9.99 µM; Q15084;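 active = mean replicate inhibition above about 25%, with every replicate also reaching it, limit read from the data, passing the limit was not always enough; inconclusive = only one of those two criteria met; inactive = neither criterion met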
Target sequence (Q15084 whole entry, looked up): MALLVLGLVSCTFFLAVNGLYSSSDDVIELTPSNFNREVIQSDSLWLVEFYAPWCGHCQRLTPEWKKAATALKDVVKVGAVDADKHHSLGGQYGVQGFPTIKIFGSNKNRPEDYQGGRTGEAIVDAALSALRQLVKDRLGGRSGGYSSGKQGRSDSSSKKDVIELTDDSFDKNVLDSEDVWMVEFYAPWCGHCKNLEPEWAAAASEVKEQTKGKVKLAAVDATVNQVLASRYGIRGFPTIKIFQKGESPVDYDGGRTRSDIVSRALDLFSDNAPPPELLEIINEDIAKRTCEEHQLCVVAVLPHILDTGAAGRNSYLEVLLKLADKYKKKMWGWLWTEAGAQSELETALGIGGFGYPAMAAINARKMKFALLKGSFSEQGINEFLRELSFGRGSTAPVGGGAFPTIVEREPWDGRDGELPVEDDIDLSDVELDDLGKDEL
miR122 inh – inhibitors of miR-122 in Huh7 cells | activation (reporter increase), % at 12.5 µM | 0.3% of 340,000 active | Huh7 miR-122 Renilla luciferase sensor, 48 h; neutral wells = 0, positive control = 100 | AID 602342;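 active = mean replicate activation score at least 90 and every replicate individually at or above 90; inconclusive = only one of the two criteria met; inactive = neither criterion met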;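 also: higher luciferase means less miR-122 activity so hits act as miR-122 inhibitors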
ARNT-TACC3 inh – disruptors of human ARNT/TACC3 interaction; 0.66% of 390,000 active; AlphaScreen His-ARNT PAS-B/GST-TACC3 binding, luminescence; TACC3 fragment carries E629A point mutation; inhibition, % at 9.99 µM;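 active = mean inhibition of replicates at least 50% and at least half of replicates each reaching 50%; inconclusive = half or more replicates reach 50% but mean below 50%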;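 also: 0% = complete ARNT plus TACC3 wells and 100% = ARNT alone without TACC3; many hits fall short of the cut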
Cneo AK release – Cryptococcus neoformans lysis via adenylate kinase release. C. neoformans lysis, adenylate kinase release luminescence, 4 h; normalised: neutral wells 0, clomiphene wells 100. lysis activity, % at 15 µM. 0.2% of 360,000 active. AID 651654;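 active = mean lysis activity across replicates of at least 80%, whatever share of replicates individually reach that level; inactive = mean lysis activity below 80%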
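Assay system: C. neoformans cells. Amount: yeast cell density of 5 × 10^6 cells/mL. Technique: AK luminescence. Buffer or medium: YPD. Times: static 4 h at 37 °C with compound, 1 h detection. Dosing: single-point compound dose. Read-out: lysis from increased AK signal.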
SIRT5 inh – blocks human SIRT5 desuccinylation of peptide. Q9NXA8. Purified SirT5, succinyl-peptide AMC, trypsin-coupled fluorescence. inhibition, % at 15 µM. 1.1% of 330,000 active. AID 652115; in the data active = inhibition above about 15%; inconclusive = no clear call, values can overlap the other calls
Target sequence (Q9NXA8 whole entry, looked up): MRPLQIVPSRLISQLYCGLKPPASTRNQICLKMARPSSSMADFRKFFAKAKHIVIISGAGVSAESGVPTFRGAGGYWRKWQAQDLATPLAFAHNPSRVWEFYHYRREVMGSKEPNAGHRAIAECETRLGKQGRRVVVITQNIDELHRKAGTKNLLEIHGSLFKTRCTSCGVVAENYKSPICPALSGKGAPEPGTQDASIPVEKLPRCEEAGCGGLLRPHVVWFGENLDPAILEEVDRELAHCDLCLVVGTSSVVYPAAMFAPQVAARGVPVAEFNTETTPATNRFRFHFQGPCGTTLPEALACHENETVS
* marks the source's active call; other numbers are inactive results; ? = inconclusive; . = not tested or not shown; [ ] = dose if it differs, or a comment.

SMILES	Statin myotox sup	esBAF inh	ERp5 inh	miR122 inh	ARNT-TACC3 inh	Cneo AK release	SIRT5 inh
O=C(NCCC1CCCCN1S(=O)(=O)c1ccccc1)C(=O)NCc1ccc(F)cc1 (configuration not stated)	-5	2	7	-5	2	.	6
CCCCCCC(=O)Nc1nc(C)c(-c2csc(Nc3cc(OC)ccc3OC)n2)s1	-14	-14	-4	4	6	-4	.
COC(=O)c1ccc(NC(=O)CN2CCC(NC(=O)c3ccco3)CC2)cc1	.	.	3	.	5	.	-4
COc1ccccc1OCc1cc(C(=O)N2CC3C[C@@H]4CC2C[C@H](C3)C4)no1	-5	63*	2	.	1	1	-4
COc1ccc(NC(=O)Nc2cccc3c2O[C@@H](CN(C)Cc2ccc(C(F)(F)F)cc2)[C@H](C)CN([C@H](C)CO)C3=O)cc1	36	-1	1	80[16.7 µM]	-4	-2	3
COc1cc(C2C(C(=O)c3cccs3)=C(O)C(=O)N2Cc2ccco2)cc(OC)c1OC (configuration not stated)	23	-2	.	0	-3	.	.
Cc1ccc(C(=O)OCC(=O)NC(C)C)cc1S(=O)(=O)N1CCOCC1	1	-7	0	-1	3	-3	2
Cc1cccc(C(=O)O/N=C(\N)c2cccc([N+](=O)[O-])c2)c1	.	.	7	-11	-4	-3	-3
COc1ccc(Cl)cc1Nc1nc(N)c2ccccc2n1	0	13	0	19	-2	10	2
COc1ccccc1CN(C)C[C@H]1OCc2cnnn2CCCC(=O)N([C@H](C)CO)C[C@H]1C	9	-4	5	-3[16.7 µM]	-2	5	-4
CCOn1c(=O)c(C)[n+]([O-])c2ccccc21	.	-2	.	9	-4	0	.
COCOc1cccc(CN2CCC2(C)C(=O)Nc2ccc(OC)c(OC)c2)c1 (configuration not stated)	4	2	3	.	.	5	-3
COCCNC(=O)CN1C(=O)COc2ccc(Cl)cc21	-10	0	0	1	-8	-2	-1
Cn1c(SCC(=O)NCC2COc3ccccc3O2)nnc1C(F)(F)F (configuration not stated)	-1	9	3	-5	-12	1	.
Cn1c(SCC(=O)NC2CCCC2)nnc1C(F)(F)F	-4	-4	0	.	.	-1	-1
COc1ccc(C(CNC(=O)c2cc3ccccc3cc2O)N2CCOCC2)cc1 (configuration not stated)	-4	4	-1	-3	1	.	-3
NS(=O)(=O)c1ccc(NC(=O)COC(=O)Cn2cnc3ccccc3c2=O)cc1	1	1	-6	1	4	1	-3
CC(C)NC(=O)N(C)C[C@@H]1Oc2ccc(NC(=O)CCCCCC(=O)Nc3ccccc3N)cc2C(=O)N([C@@H](C)CO)C[C@@H]1C	.	-3	-3	-10[16.7 µM]	-9	0	.
Nc1ccc(CCn2ccnc2)cc1	2	-15	1	-3	63*	-2	-3
COc1ccc(C(=O)OCC(=O)NC2CC2)cc1S(=O)(=O)N1CCOCC1	.	.	7	.	17	.	-2
Cc1noc(C)c1C(=O)NNc1ccc(C(C)C)cc1	.	.	1	-2	-2	-2	1
O=C1CC(NS(=O)(=O)c2ccc([N+](=O)[O-])cc2)CN1c1cccc(F)c1 (configuration not stated)	7	0	0	.	1	0	-4
CCC(=O)Nc1ccc2c(c1)C(=O)N(C)[C@H]1CC[C@H](CC(=O)NCCOC)O[C@H]1CO2	-3	4	-1	-6[16.7 µM]	-4	-1	-4
COc1ccc(C#Cc2ccc([C@@H]3[C@H]4CN(S(=O)(=O)c5ccccc5)CCCCN4[C@H]3CO)cc2)cc1	14	9	4	-3[16.7 µM]	-3	-2	8
O=C(CN1C(=O)c2ccc([N+](=O)[O-])cc2C1=O)Nc1nnc(C2CC2)s1	.	.	11	.	14	.	-4
C/C(=N\Nc1ccccc1C)c1cccnc1	-1	2	5	12	-12	0	-5
O=C(CSCC(=O)N1CCCCC1)Nc1nc(-c2ccc(Cl)s2)cs1	-13	37	4	.	-11	10	2
Cc1c(C(=O)Nc2cc(F)ccc2F)sc2nc3n(c(=O)c12)CCCCC3	-107	71*	2	-2	8	2	-3
O=C(NNS(=O)(=O)c1ccccc1[N+](=O)[O-])c1ccccc1Cl	.	.	8	.	-4	.	1
CCOc1ccccc1CNC(CC)CO (configuration not stated)	.	.	2	.	-10	.	-3
N=C(N)SCCc1cnc[nH]1	1	-3	1	7	.	1	-1
CCOC(=O)C1(C)CCCN1C(=O)c1cccs1 (configuration not stated)	-4	-3	-6	4	.	-3	1
COc1ccc(CN2C(=O)c3cccc4cccc(c34)C2=O)cc1	.	.	2	2	-11	-2	-4
Cc1noc(C)c1NC(=O)N(C)C[C@@H]1Oc2ccc(NC(=O)Cc3cn(C)c4ccccc34)cc2C(=O)N([C@H](C)CO)C[C@@H]1C	10	-2	1	2[16.7 µM]	-1	-2	12
O=C(O)c1nn(-c2ccc(Cl)cc2)ccc1=O	2	-8	.	-2	.	2	.
O=C(O)c1ccc(Nc2nc(-c3cccnc3)cs2)cc1	8	?	-3	0	0	4	-1
c1ccc(SCCN2CCN(c3ccccc3)CC2)cc1	-5	12	1	.	28	-2	4
COc1cccc(CN2CCN(C(=O)c3ccco3)CC2)c1	7	-3	-11	.	-2	1	-9
C[C@@H]1CN([C@@H](C)CO)C(=O)Cc2cc(NC(=O)Nc3cccc4ccccc34)ccc2O[C@H]1CN(C)Cc1ccccc1	27	-3	6	-9[16.7 µM]	35	2	0
Cc1ccc(-n2c(SCC(=O)Nc3cc(C)on3)nc3c(c2=O)SC(C)C3)cc1 (configuration not stated)	7	-6	3	-1	-4	3	2
COc1ccc(CNS(=O)(=O)c2cc3c4c(c2)CCN4C(=O)CC3)cc1	19	6	5	3	.	.	5
CN(C)C(CNC(=O)CCCN1C(=O)c2cccc3cccc(c23)C1=O)c1ccccc1 (configuration not stated)	-16	1	-2	.	3	-4	-2
COc1cc(NC(=O)COC(=O)c2cc(S(=O)(=O)N3CCOCC3)ccc2F)cc(OC)c1	117*	.	7	-1	-3	-1	-8
CC(C)NC(=O)CN(C)S(=O)(=O)c1ccc(F)cc1	3	-6	.	.	-6	-1	.
Cc1nnc(SCC(=O)NC2CCCc3c2cnn3-c2ccccc2F)o1 (configuration not stated)	8	-1	2	-7	3	7	-1
COc1ccccc1N1CCN(C(=O)c2cccs2)CC1	5	7	0	-5	-12	6	-2
COCc1nc(-c2cc(OC)c(OC)c(OC)c2)no1	-16	11	.	-13	-2	3	.
CCCC#Cc1ccc([C@H]2[C@H](C#N)N(C(=O)C3CC3)[C@H]2CO)cc1	-19	8	3	.	-16	-5	2
Cc1ccccc1NC(=O)C1CCC(=O)N1 (configuration not stated)	3	-3	-5	-2	-2	-1	-3
Cc1ccc(OCC(=O)N(C)CC(=O)Nc2ccc(N3CCOCC3)cc2)cc1	10	-2	-2	1	-4	1	-1

Of the compounds above, these have an aryl thioether with sulfur outside any ring:
SMILES	Statin myotox sup	esBAF inh	ERp5 inh	miR122 inh	ARNT-TACC3 inh	Cneo AK release	SIRT5 inh
Cn1c(SCC(=O)NCC2COc3ccccc3O2)nnc1C(F)(F)F (configuration not stated)	-1	9	3	-5	-12	1	.
Cn1c(SCC(=O)NC2CCCC2)nnc1C(F)(F)F	-4	-4	0	.	.	-1	-1
c1ccc(SCCN2CCN(c3ccccc3)CC2)cc1	-5	12	1	.	28	-2	4
Cc1ccc(-n2c(SCC(=O)Nc3cc(C)on3)nc3c(c2=O)SC(C)C3)cc1 (configuration not stated)	7	-6	3	-1	-4	3	2
Cc1nnc(SCC(=O)NC2CCCc3c2cnn3-c2ccccc2F)o1 (configuration not stated)	8	-1	2	-7	3	7	-1

(more compounds)
SMILES	Statin myotox sup	esBAF inh	ERp5 inh	miR122 inh	ARNT-TACC3 inh	Cneo AK release	SIRT5 inh
CC[C@H](C)[C@H](NC(N)=O)C(=O)NCCc1ccc(Cl)cc1	1	-5	8	.	2	2	-2
CCN(CC)S(=O)(=O)c1ccc(Cl)c(C(=O)Nc2ccc(Cl)cc2[N+](=O)[O-])c1	.	.	8	-6	-2	-2	4
C[C@@H]1CN([C@@H](C)CO)C(=O)c2cccc(NC(=O)Nc3ccc(F)cc3)c2O[C@@H]1CN(C)Cc1ccc2c(c1)OCO2	-16	0	1	-5[16.7 µM]	-2	1	0
COC(=O)c1cccc(CC2(C)C(=O)Nc3cc(-c4ccccc4Cl)ccc32)c1 (configuration not stated)	11	21	-3	0	.	-2	1
O=S(=O)(Cc1ccccc1)N1CCCCN2[C@@H](CO)[C@H](c3ccc(-c4ccccc4)cc3)[C@@H]2C1	.	.	-6	2[16.7 µM]	-7	0	5
CCc1c(C2(O)CCCCC2)[nH]c2ncccc12	-3	-3	6	-13	3	4	1
CCNC(=O)C[C@@H]1C=C[C@@H](NS(=O)(=O)c2ccc(C)cc2)[C@@H](CO)O1	-4	0	0	.	-7	1	1
CSC[C@H]1CN(c2ccccc2)C(=O)[C@@H]1CC(=O)Nc1ccccc1	0	6	-6	3	.	1	-5
C/C=C/c1ccc2c(c1)O[C@H](CN(C)C(=O)c1ccccc1F)[C@H](C)CN([C@H](C)CO)S2(=O)=O	-6	3	1	22[16.7 µM]	-5	2	-2
CS(=O)(=O)N1[C@@H](C#N)[C@@H](c2ccc(C#Cc3cccc(F)c3)cc2)[C@@H]1CO	-13	7	0	.	-19	-2	3
CC(C)C#Cc1cnc2c(c1)C(=O)N([C@@H](C)CO)C[C@@H](C)[C@H](CN(C)C(=O)Cc1ccccn1)O2	-19	-1	-1	0[16.7 µM]	.	1	-4
CC(C)[C@H](NC(=O)C1CCN(S(=O)(=O)c2ccc(F)cc2)CC1)C(=O)N1CCCC1	30	1	0	-3	-4	6	-1
CC(=O)c1cccc(-c2cnc3c(NC=O)cc(-c4ccc(N5CCN(C)CC5)cc4)cn23)c1	-18	9	-5	-3	.	-2	0
CN(C)C(=O)C1CCC(=O)N1Cc1cccs1 (configuration not stated)	.	.	-2	.	-9	.	-4
Cc1ccccc1OCCC(=O)OCC(=O)NC(=O)c1ccccc1	13	-2	-2	1	5	-5	3
C[C@@H]1CN([C@@H](C)CO)C(=O)c2cc(C#CC3CC3)cnc2O[C@@H]1CN(C)C	4	1	-2	-4[16.7 µM]	-4	-3	-1
COCCNC(=O)c1cc(-c2ccccc2)n(Cc2cc(C)no2)n1	-13	-5	-6	-4	-1	-1	.
Cc1noc(C)c1NC(=O)N[C@H]1CC[C@H](CC(=O)NCc2ccc(Cl)c(Cl)c2)O[C@@H]1CO	-1	0	2	7[16.7 µM]	-1	-1	-1
CC1CCN(S(=O)(=O)c2ccc3c(c2)N(CC(=O)NCCCOC(C)C)C(=O)CS3)CC1	12	2	2	5	-6	0	-1
Cc1cc(NC(=O)Cn2nc(C(=O)O)c3ccccc3c2=O)c([N+](=O)[O-])cc1C	-4	-6	-1	.	-7	10	-6
COc1ccccc1-c1ccc2c(c1)C(C)(Cc1cccc(F)c1)C(=O)N2 (configuration not stated)	5	6	-6	-7	.	-1	0
Cc1cc(C(=O)COc2ccccc2[N+](=O)[O-])c(C)n1C1CC1	.	.	6	.	1	.	-1
CC(=O)N(c1ccccc1)c1nc(/C=C/C(=O)Nc2c(C)cc(C)cc2C)cs1	1	-3	.	-1	-1	0	.
Cc1c(C(=O)NCCN2C(=O)S/C(=C\c3cccs3)C2=O)cccc1[N+](=O)[O-]	.	.	3	-4	.	-1	-3
CC(O)c1ccc(OCCN(C)c2ccccn2)cc1 (configuration not stated)	-5	28	-1	5	-3	-1	-5
N#CCCn1cc(/C=N/NC(N)=S)c(-c2ccc(-c3ccccc3)cc2)n1	.	.	2	.	4	.	-1
C=CCCC(=O)Nc1nc(C)c(-c2csc(Nc3ccc(Cl)cc3)n2)s1	-46	1	4	-15	4	3	.
Cn1c(SCC(=O)Nc2ccc3c(c2)OCCO3)nnc1-c1ccncc1	4	-9	0	-7	-1	.	-1
COC(=O)c1c(NC(=O)CSc2ncnc3[nH]ncc23)sc2c1CCC2	.	.	-1	.	-5	.	-4

Screens (PubChem BioAssay)
